# Screening data as filed in PubChem.
# Lamin A splicing: changes lamin A minigene splicing in HeLa cells. actives 0.01% (n = 200,000). HeLa LMNA splicing GFP/RFP minigene ratio, 48 h. Potency, µM (series often up to 46.1 µM), inactives show top-dose ratio change, negative = inhibition, most hits filed as inhibitors; active means well fitted inhibition curve with a large enough effect in the signal ratio, with a control signal flat, not every such curve was filed as active; inconclusive means small, poorly fitted or top-dose-only effect, or effect the other way, or a change in a side signal; the % refers to the signal ratio; further: on the % scale 0 is the no-effect control and ±100 the full control effect
#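 S3 HeLa stable clones carrying a lamin A-EGFP splicing minigene plus DsRed2 were seeded at 600 cells/well in Opti-MEM with 2% FBS, pin-dosed and incubated 48 h at 37°C. Acumen cytometry (488 nm) gave the GFP/RFP total-intensity ratio.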
# SMN2 splice up: SMN2 splice variant enhancement; HEK293 SMN2-luciferase splicing reporter, luminescence, 30-36 h; Potency, µM (series often up to 46.1 µM), for the others: at the highest dose activity change, positive = activation, actives largely listed as activators; actives 2.8% (n = 210,000); further: % of control where 0% means no effect; nearly all actives have a fitted effect of over 55% in size
#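 HEK293 cells carry an SMN2 […]–luciferase reporter in which exon 7 inclusion puts luciferase in frame. Cells were plated 10-12 h before compound addition, then incubated 30-36 h at 37C. ONE-Glo luminescence was read; sodium butyrate at 4.5 mM final served as control.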
# RGS12 GoLoco inh: blocks human Gai1 binding to RGS12 GoLoco peptide, red readout. P63096. Gai1:RGS12 GoLoco peptide FP, rhodamine, 10 min. Potency, µM (titrated, usually from 61.6 µM), for the others: at the top dose activity, negative = inhibition, hits mostly inhibitors. actives 0.44% (n = 230,000); active means well fitted inhibition curve with a large enough effect, not every such curve was filed as active; inactive means no such curve, though single readings can be large or run the other way; further: on the % scale 0 is the no-effect control and ±100 the full control effect; nearly all actives have a fitted effect of over 30% in size; many of its hits are not listed in these tables
# JMJD2E inh: JMJD2E (human) inhibition | actives 1.6% (n = 230,000) | JMJD2E catalytic domain, FDH-coupled NADH fluorescence (FDH is formaldehyde dehydrogenase) | B2RXH2 | Potency, µM (series often up to 57.1 µM), for the others: at the highest dose activity change, negative = inhibition, hits mostly inhibitors | AID 2147; active means well fitted inhibition curve with a large enough effect, not every such curve was filed as active; inconclusive means small, poorly fitted or top-dose-only effect, or another doubt; inactive means no such curve, though single readings can be large or run the other way;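 further: 0% = wells with enzyme and -100% = buffer wells without enzyme; nearly all actives have a fitted effect of over 50% in size; many of its hits are not listed in these tables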
# Target sequence (B2RXH2 1-337 limits assumed): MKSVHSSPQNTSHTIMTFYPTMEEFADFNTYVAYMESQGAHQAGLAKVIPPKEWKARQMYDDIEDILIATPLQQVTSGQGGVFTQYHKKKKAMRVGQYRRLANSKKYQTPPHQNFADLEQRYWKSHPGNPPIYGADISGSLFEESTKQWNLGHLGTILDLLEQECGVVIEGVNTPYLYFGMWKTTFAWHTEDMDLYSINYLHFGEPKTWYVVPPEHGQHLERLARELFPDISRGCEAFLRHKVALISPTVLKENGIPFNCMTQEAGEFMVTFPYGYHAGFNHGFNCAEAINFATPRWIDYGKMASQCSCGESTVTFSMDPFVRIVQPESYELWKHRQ
# RECQ1 helicase: RECQ1 (human) helicase inhibition | P46063 | RECQ1 DNA unwinding, red fluorescence kinetic read | Potency, µM (titrated, usually from 57.3 µM), without a hit: at the highest dose activity, negative = inhibition, actives largely listed as inhibitors | actives 0.54% (n = 240,000);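 further: plate controls were vehicle for no effect and no enzyme for full effect; nearly all actives have a fitted effect of over 30% in size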
#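 RECQ1T1 50 nM; forked duplex (20 bp + 30-nt ss tails) 200 nM, ATP 2 mM final; pH 8.0, 2 mM MgCl2, 2.5 ug/ml poly(dI-dC); 15 min compound preincubation; discontinuous kinetic read over 2 h at RT.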
# ALDH1A1 inh: inhibitors of human aldehyde dehydrogenase 1A1; P00352; Purified ALDH1A1, NADH fluorescence, propionaldehyde substrate; Potency, µM (titrated, usually from 75.3 µM), for inactives: at the highest dose activity, negative = inhibition, hits mostly inhibitors; actives 7.3% (n = 220,000); AID 1030; active means well fitted inhibition curve with a large enough effect, not every such curve was filed as active; inconclusive means small, poorly fitted or top-dose-only effect, or another doubt; inactive means no such curve, though single readings can be large or run the other way;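 further: plate controls were no enzyme wells and a reference inhibitor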
# TRb-SRC2 inh: inhibitors of human thyroid hormone receptor beta-SRC2 interaction; P10828; TRbeta-SRC2 peptide binding, fluorescence polarization; receptor liganded with 1 µM T3; Potency, µM (series often up to 106 µM), without a hit: top-dose activity change, negative = inhibition, hits mostly inhibitors; actives 0.065% (n = 280,000);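 further: plate controls were bound peptide for no effect and peptide without receptor for full effect; nearly all actives have a fitted effect of over 50% in size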
# Target sequence (P10828 whole entry, looked up): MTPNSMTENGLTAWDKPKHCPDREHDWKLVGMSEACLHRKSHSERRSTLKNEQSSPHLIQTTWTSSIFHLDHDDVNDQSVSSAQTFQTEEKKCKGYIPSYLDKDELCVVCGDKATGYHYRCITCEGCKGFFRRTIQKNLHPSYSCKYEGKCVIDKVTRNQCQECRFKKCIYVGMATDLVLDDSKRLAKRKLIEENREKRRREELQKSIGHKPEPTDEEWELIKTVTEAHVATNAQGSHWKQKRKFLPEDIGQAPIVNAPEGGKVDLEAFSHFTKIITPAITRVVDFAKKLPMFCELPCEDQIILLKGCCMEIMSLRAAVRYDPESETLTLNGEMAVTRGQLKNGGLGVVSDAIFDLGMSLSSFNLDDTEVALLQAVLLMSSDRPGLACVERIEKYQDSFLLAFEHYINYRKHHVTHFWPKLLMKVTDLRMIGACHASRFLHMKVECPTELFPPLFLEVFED
#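 Decrease in fluorescence polarization of 20 nM Texas Red SRC2 coactivator peptide flagged inhibition of its binding to 0.6 uM TRb LBD; 1 uM T3 included, incubation 5 hr, ex 555/em 632 nm.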
# TR SRC2 fluor cs: alters Texas Red total fluorescence, flagging assay interference | TRb/SRC2 Texas Red total fluorescence interference | Potency, µM (highest dose often 106 µM), without a hit: top-dose fluorescence change, negative = quenching | actives 0.29% (n = 280,000) | AID 1479; active means well fitted curve in either direction with a large enough effect; inconclusive means small, poorly fitted or top-dose-only effect; further: on the % scale 0 is the no-effect control and ±100 the full control effect
#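 Human TRb ligand-binding domain at 0.6 uM with 20 nM Texas Red SRC2 peptide in Tris buffer containing 1 uM T3 and 5% DMSO, incubated with compound 5 h at ambient temperature. Total fluorescence (555/632 nm) calculated as parallel + 2 × perpendicular.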
# Numbers without * were called inactive; i = inactive; ? = inconclusive; nt = not tested or not shown; & = joins results of further samples; [ ] = dose if it differs, or a comment. Unless noted, the call rests on the fitted dose curve; in most records, active means well fitted curve in the direction sought with a large enough effect; inconclusive means small, poorly fitted or top-dose-only effect, or another doubt; inactive means no such curve, though single readings can be large; an effect the other way counts as inactive or inconclusive. Potency means the concentration at half of the fitted maximal effect. An excerpt; the hit share may differ from the screen's.
1	CC1=NN(c2ccc([N+](=O)[O-])cc2)C(=O)/C1=C\N(C)C
2	CCC(=O)N/C(=N/c1nc(C)cc(C)n1)Nc1ccc(OC)cc1
3	CCC(NC(=S)Nc1ccccc1)C(=O)O (stereo not drawn)
4	O=C(CSc1nnc2c(Cl)cc(C(F)(F)F)cn12)Nc1ccc2c(c1)OCO2
5	CCc1nnc(NS(=O)(=O)c2ccc(NC(=S)NC(=O)/C=C/c3ccc(C(C)C)cc3)cc2)s1
6	O=C(NCC(=O)N1CCN(S(=O)(=O)/C=C/c2ccccc2)CC1)c1ccc(Cl)cc1
7	COc1ccccc1-n1c2nc3ccccc3nc2c2c(=O)n(-c3cc(C)cc(C)c3)cnc21
8	Oc1cccc(Nc2ncnc3ccccc23)c1
9	O=C(Nc1ccccc1C(=O)N1CCCCCC1)c1ccc(Cl)cc1
10	Cc1ccc(S(=O)(=O)CC(CN2CCOCC2)N2CCOCC2)cc1 (stereo not drawn)
Assay by compound | 1 | 2 | 3 | 4 | 5 | 6 | 7 | 8 | 9 | 10
Lamin A splicing | -12% | -2% | -7% | 4% | ? | nt | ? | -20% | nt | ?
SMN2 splice up | 5% | 1% | -8%[1.84 µM] | nt | -4% | nt | 20%[1.84 µM] | 9% | -16% | 0%
RGS12 GoLoco inh | 2% | 3% | 1% | nt | 7% | 2% | -4% | 9% | 2% | 23%
JMJD2E inh | -5% | 1% | -1% | -5% | -11% | 10% | 4% | 6% | 6% | 2%
RECQ1 helicase | 2% | -8% | -8% | -6% | ? | i | -4% | i | 2% | i
ALDH1A1 inh | ? | -6% | 2% | ? | -73% | nt | -4% | -1% | 2% | 1%
TRb-SRC2 inh | 4% | -2% | 0% | -17% | 14% | 9% | 11% | 11% | 0% | 2%
TR SRC2 fluor cs | -4% | 1% | 1% | 1% | -7% | -2% | -3% | 0% | -1% | -4%

11	Cc1cc(=O)oc(C)c1C(=O)NCCc1ccc(F)cc1
12	Cc1ccc([N+](=O)[O-])cc1NC(=O)Nc1ccc(S(N)(=O)=O)cc1
13	Cn1nnnc1Sc1ncnc2scc(-c3ccccc3)c12
14	O=S(=O)(Cc1ccc(Cl)cc1)N1CCN(Cc2ccc3c(c2)OCO3)CC1
15	C#CCOCCOCCOCCNc1nc(N2CCN(C(=O)[C@H]([C@@H](C)CC)n3cc(CCCN=C(N)N)nn3)CC2)nc(N2CCN(C(=O)[C@H]([C@@H](C)CC)n3cc(CCCN=C(N)N)nn3)CC2)n1
16	Cc1ccc(NC(=O)c2cc([N+](=O)[O-])ccc2NCc2cccnc2)cc1Cl
17	COc1ccccc1NC(=O)CSc1nnc(Cn2c(=O)sc3ccccc32)n1C
18	Cc1cccc(NC2=C/C(=N/S(=O)(=O)c3cccs3)c3ccccc3C2=O)c1
19	O=C(Cn1ccc2ccccc2c1=O)NCCC(=O)N1CCN(c2cccc(C(F)(F)F)c2)CC1
20	CCNc1nc(NC(C)C)nc(OCCNS(=O)(=O)c2cc(C)ccc2C)n1
Assay by compound | 11 | 12 | 13 | 14 | 15 | 16 | 17 | 18 | 19 | 20
Lamin A splicing | 11%[0.0737 µM] | nt | ? | 23%[46 µM] | -9% | 9% | -11% | ? | ? | 10%
SMN2 splice up | -3% | nt | ? | nt | -9% | -14% | 17% | -94%[inhibitor] | ? | -5%
RGS12 GoLoco inh | 7% | -3% | 14% | 7% | -6% | -2% | 6% | 19% | 10% | 1%
JMJD2E inh | 2% | 8% | -5% | -20% | ? | 1% | 3% | 3% | 1% | 0%
RECQ1 helicase | -12% | -17% | -15% | -2% | -6% | -17% | -2% | i | i | -1%
ALDH1A1 inh | -2% | ? | -4% | 10% | 3% | 5% | -2% | -1% | -6% | -4%
TRb-SRC2 inh | -1% | -1% | 4% | -2% | 0% | 2% | -1% | -1% | 5% | -10%
TR SRC2 fluor cs | 0% | -3% | -1% | -1% | 0% | -4% | -2% | -4% | 3% | -1%

# An excerpt of these results, with two lines to a compound.
# Second line of a record: Lamin A splicing | SMN2 splice up | RGS12 GoLoco inh | JMJD2E inh | RECQ1 helicase | ALDH1A1 inh | TRb-SRC2 inh | TR SRC2 fluor cs
[11] Cc1cc(=O)oc(C)c1C(=O)NCCc1ccc(F)cc1
→ 11%[0.0737 µM] | -3% | 7% | 2% | -12% | -2% | -1% | 0%
[12] Cc1ccc([N+](=O)[O-])cc1NC(=O)Nc1ccc(S(N)(=O)=O)cc1
→ nt | nt | -3% | 8% | -17% | ? | -1% | -3%
[13] Cn1nnnc1Sc1ncnc2scc(-c3ccccc3)c12
→ ? | ? | 14% | -5% | -15% | -4% | 4% | -1%
[14] O=S(=O)(Cc1ccc(Cl)cc1)N1CCN(Cc2ccc3c(c2)OCO3)CC1
→ 23%[46 µM] | nt | 7% | -20% | -2% | 10% | -2% | -1%

# The results go on.
21	O=C1C=CN(C(=O)Oc2ccccc2)CC1
22	CCCn1c(NC(=O)C2CCN(S(=O)(=O)c3cccs3)CC2)nc2ccccc21
23	CC(NC(=O)OCc1ccccc1)C(=O)Oc1cc2oc(=O)cc(-c3ccccc3)c2cc1Cl (stereo not drawn)
24	C=C1C2(C(=O)NCc3ccco3)CCC(C2)C1(C)C (stereo not drawn)
25	CCN(Cc1ccccc1)C(=O)CSc1nncn1C
26	CN(CC(=O)Nc1ccccc1F)CC(=O)Nc1ccccc1Br
27	Cc1nc(NC(=O)c2ccc([N+](=O)[O-])cc2Cl)sc1C(=O)N(C)C
28	O=C(NC1CCCCC1)C(c1ccccc1)N(C(=O)Cc1ccsc1)c1ccccc1 (stereo not drawn)
29	NS(=O)(=O)c1ccc(CCNC(=O)CN2CCN(c3ccccc3O)CC2)cc1
30	CCN(CC)S(=O)(=O)c1ccc2[nH]cc(C(=O)NCCCN3CCCCC3C)c(=O)c2c1 (stereo not drawn)
Assay by compound | 21 | 22 | 23 | 24 | 25 | 26 | 27 | 28 | 29 | 30
Lamin A splicing | -16% | 1% | -19% | -7% | ? | 5%[9.22 µM] | 15% | -8% | -15% | -4%
SMN2 splice up | -41%[inhibitor] | -24% | -30% | 4% | -4% | -25% | 29% | -2% | -11% | -21%
RGS12 GoLoco inh | 2% | -9% | 0% | -11% | 13% | -6% | -3% | -9% | 2% | 5%
JMJD2E inh | -4% | -7% | ? | -6% | -3% | 6% | ? | 0% | 0% | ?
RECQ1 helicase | -13% | -14% | 0% | -9% | i | -3% | -2% | -16% | -4% | i
ALDH1A1 inh | -7% | ? | ? | -6% | 32µM* | ? | 13µM* | 5% | ? | ?
TRb-SRC2 inh | 10% | -3% | -11% | -10% | 3% | -1% | 0% | -4% | 0% | -6%
TR SRC2 fluor cs | -1% | 1% | -5% | 0% | -2% | 0% | 0% | 1% | -3% | 0%

31	COc1ccc(NC(=O)NCc2cccnc2)cc1OC
32	Cc1ccccc1CN1C(=O)c2ccccc2Sc2ccc(C(=O)O)cc21
33	CS/C(=N\S(=O)(=O)c1cccs1)Nc1ccc(F)cc1
34	O=C(N/N=C/c1ccc(N2CCOCC2)o1)c1ccccc1[N+](=O)[O-]
35	CCn1nnnc1-c1ccc(OC)c(S(=O)(=O)Nc2ccc(S(N)(=O)=O)cc2)c1
36	COc1ccccc1OCc1nc(C#N)c(N2CCC(C(N)=O)CC2)o1
37	O=C(Nc1ccc(N2CCOCC2)cc1)c1ccccc1SCC(=O)N1CCCC1
38	Cc1ccc(S(=O)(=O)c2nnn(-c3cccc(F)c3)c2N)cc1
39	COC(=O)c1ccc(Oc2cc(C)nc(NCc3ccccc3)n2)cc1
40	Cc1cccc(C)c1NC(=S)N/N=C1\CC2CC=CC12 (stereo not drawn)
Assay by compound | 31 | 32 | 33 | 34 | 35 | 36 | 37 | 38 | 39 | 40
Lamin A splicing | 3% | ? | 1% | 4% | -15%[46 µM] | 14% | -12%[46 µM] | 13%[9.22 µM] | 6% | nt
SMN2 splice up | nt | -8% | 6% | 9% | 5% | 20% | -13% | -27% | -24% | 0%
RGS12 GoLoco inh | -1% | 4% | 9% | -20% | 0% | 12% | -4% | -5% | 2% | -1%
JMJD2E inh | 3% | 5% | 6% | ? | -7% | 1% | -5% | 0% | 4% | -5%
RECQ1 helicase | -2% | 2% | -1% | -17% | i | 11% | i | -17% | -2% | -8%
ALDH1A1 inh | 3% | 2% | 3% | ? | ? | 6% | -6% | 11% | -1% | 11µM*
TRb-SRC2 inh | -4% | -11%&8% | 2% | 1% | -4% | -16% | 1% | -9% | 1% | 1%
TR SRC2 fluor cs | -2% | -2%&0% | 5% | -1% | -5% | 1% | -3% | -1% | -1% | -1%

41	O=C(O)C1CC=CCC1C(=O)NCc1cn2ccccc2n1 (stereo not drawn)
42	O=C(N/N=C/c1ccncc1)c1ccc(-n2cccc2)cc1
43	COCCCNC(=O)CC1Oc2ccccc2NC1=O (stereo not drawn)
44	Cc1ccc(NC(=O)c2cnn(-c3ccccc3)c2NC(=O)c2ccco2)cc1C
45	CC1=NN(c2ccc(Cl)cc2)C(=O)C1C(c1ccccc1O)c1c(C)[nH]n(-c2ccc(Cl)cc2)c1=O (stereo not drawn)
46	NS(=O)(=O)c1cc(C(=O)N2CCc3ccccc32)c(Cl)cc1Cl
47	CC(C)(C)c1ccc(OCc2ccc(C(=O)NCc3cccnc3)o2)cc1
Assay by compound | 41 | 42 | 43 | 44 | 45 | 46 | 47
Lamin A splicing | 1% | 9% | -13% | 5% | ? | ? | nt
SMN2 splice up | -1% | 23% | 1% | -10% | -23% | -33%[inhibitor] | ?
RGS12 GoLoco inh | 0% | 17% | 12% | 2% | 11% | 10% | 6%
JMJD2E inh | ? | -2% | 1% | 12% | ? | 9% | -4%
RECQ1 helicase | -6% | -12% | -12% | -7% | 4% | i | 18%
ALDH1A1 inh | ? | 0% | 6% | 2% | 7.5µM* | -12% | ?
TRb-SRC2 inh | 1% | -4% | -1% | 0% | -18% | 1% | 7%
TR SRC2 fluor cs | 4% | -1% | 2% | -4% | -5% | 2% | 2%
